PLCb3 inh = inhibitors of human phospholipase C beta3; Q01970; Purified PLC-beta3, fluorogenic substrate, fluorescence; inhibition, % at 12.2 µM; 370,000 tested, 0.18% active; AID 720704; in the data active = inhibition above about 11%;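 also: 0% = median of compound wells on plate and 100% = full blocker control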
PLCg1 inh = blocks human PLC-gamma1 enzyme activity. AID 720700. inhibition, % at 12.2 µM. 370,000 tested, 0.84% active. purified PLC-gamma1, fluorogenic substrate, fluorescence. P19174; in the data active = inhibition above about 9.5%
ASAP1 GAP inh = inhibitors of human ASAP1 ArfGAP activity; Q9ULH1; ASAP1-stimulated ARF1 GTP hydrolysis, GDP FP detection; inhibition, % at 16.5 µM; 360,000 tested, 0.19% active; in the data active = inhibition above about 25%;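 also: 0% = vehicle with enzyme and substrate and 100% = no enzyme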
Target sequence (Q9ULH1 325-724 limits assumed): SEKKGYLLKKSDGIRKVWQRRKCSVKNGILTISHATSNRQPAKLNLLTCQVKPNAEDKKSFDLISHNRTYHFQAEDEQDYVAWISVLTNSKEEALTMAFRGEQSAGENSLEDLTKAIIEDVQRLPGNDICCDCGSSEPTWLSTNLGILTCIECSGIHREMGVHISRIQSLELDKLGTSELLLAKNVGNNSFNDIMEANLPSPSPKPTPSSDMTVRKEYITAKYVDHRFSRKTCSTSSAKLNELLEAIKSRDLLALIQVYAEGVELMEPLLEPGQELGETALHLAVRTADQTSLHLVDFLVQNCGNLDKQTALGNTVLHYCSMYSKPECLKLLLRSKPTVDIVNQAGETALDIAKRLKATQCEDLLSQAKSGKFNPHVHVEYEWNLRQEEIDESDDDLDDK
TDP2 absorb = TDP2 (human) inhibition, absorbance primary screen; inhibition, % at 12.8 µM; recombinant TDP2, T5PNP hydrolysis, p-nitrophenol absorbance 415 nm; O95551; 370,000 tested, 0.34% active;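 active = inhibition above the mean of all tested compounds plus 3 SD, set per campaign, cut at about 25% in these data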;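 also: 0% = DMSO with enzyme and 100% = buffer with substrate but no TDP2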
Target sequence (O95551 whole entry, looked up): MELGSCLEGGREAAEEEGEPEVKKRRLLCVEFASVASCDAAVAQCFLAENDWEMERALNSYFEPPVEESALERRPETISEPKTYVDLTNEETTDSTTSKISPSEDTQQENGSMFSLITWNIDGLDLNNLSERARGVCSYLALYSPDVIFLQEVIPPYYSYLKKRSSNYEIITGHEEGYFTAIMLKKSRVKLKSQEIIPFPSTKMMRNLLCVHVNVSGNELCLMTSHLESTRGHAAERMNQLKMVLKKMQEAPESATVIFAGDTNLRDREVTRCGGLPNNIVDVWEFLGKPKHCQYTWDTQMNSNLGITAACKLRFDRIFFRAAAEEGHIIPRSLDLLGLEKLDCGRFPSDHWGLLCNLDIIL
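System – recombinant human TDP2 · Amount – 120 nM TDP2 per well · Buffer or medium – Mg2+-containing Tris-HCl buffer, pH 7.5 · Reagent – T5PNP substrate, 5 mM · Dosing – 12.8 µM single point, 1% DMSO · Incubation – 2 h at 37 °C · Measured by – epi absorbance · Read-out basis – percent inhibition · Benchmarks – high control without enzyme, low control DMSO plus TDP2 · Repeats – singlicate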
ADAM17 inh = ADAM17 inhibition, QFRET primary screen; 370,000 tested, 0.83% active; inhibition, % at 6.95 µM; P78536; AID 720648; recombinant ADAM17, EDANS/DABCYL FRET peptide cleavage;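 active = inhibition above the mean of compounds lying between control limits plus 3 SD, set per campaign, cut at about 8.5% in these data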;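 also: 0% = DMSO-only wells as the low control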
SIAE primary = inhibitors of human sialic acid acetylesterase SIAE | Q9HAT2 | SIAE FP-Rh probe binding, fluorescence polarization | inhibition, % at 9.66 µM | 370,000 tested, 0.69% active | AID 1053197;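 active = inhibition above a cutoff: mean of compounds within the control limits plus 3 SD of those, cut at about 17% in these data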;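 also: 0% = plate median of compound wells and 100% = probe without SIAE protein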
ADAM10 inh = inhibitors of human ADAM10; O14672; 370,000 tested, 0.62% active; AID 720582; recombinant ADAM10, EDANS/DABCYL FRET peptide cleavage, 3 h; inhibition, % at 7 µM;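 active = inhibition above a per-campaign cutoff equal to the mean of compounds falling between control-based bounds plus 3 SD, cut at about 20% in these data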;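 also: 0% = DMSO wells while the 100% control is not disclosed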
DDE Tn7 FP inh = disrupts Tn7 cyclic peptide binding to fibrin D-Dimer-E complex; P02675; FP displacement of FITC-Tn7 peptide from fibrin DD(E); 0% = median of compound wells per plate; inhibition, % at 8.3 µM; 370,000 tested, 0.13% active;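 active = inhibition above the mean of compounds falling within the control limits plus 3 SD of them, cut at about 14% in these data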;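 also: 0% = plate median of compound wells and 100% = 10 µM Aha-Tn7 peptide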
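Measure: % inhibition scaled between sample-field median and high-control FP; Test system: human fibrin DD(E); Quantity: 2 µM final DD(E) protein; Doses: one dose, 8.3 µM nominal; Schedule: compound with protein 10 min, then 3 h after probe, room temperature; Detection: fluorescence polarization; Medium: Tris buffer with calcium and detergent, pH 7.8.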
Tn6 DDE FP = DD(E)-Tn6 binding inhibition, primary FP screen; inhibition, % at 8.3 µM; Fibrin DD(E) TRITC-Tn6 fluorescence polarization displacement; P02675; 370,000 tested, 0.21% active; AID 720509;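 active = inhibition above a per-campaign cutoff: mean of compounds within control limits plus 3 SD, cut at about 15% in these data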;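 also: 0% = median of all compound wells on the plate and 100% = blocking peptide control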
ARFGAP1 inh = rat ARFGAP1 inhibition; AID 651572; Arfgap1-stimulated ARF1 GTP hydrolysis, GDP FP detection; inhibition, % at 16.5 µM; 360,000 tested, 0.26% active; Q62848;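 active = inhibition above a per-plate limit, mean inhibition of low control wells plus 3 SD, cut at about 25% in these data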;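 also: 0% = DMSO wells with enzyme and 100% = wells lacking Arfgap1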
Target sequence (Q62848 1-136 limits assumed): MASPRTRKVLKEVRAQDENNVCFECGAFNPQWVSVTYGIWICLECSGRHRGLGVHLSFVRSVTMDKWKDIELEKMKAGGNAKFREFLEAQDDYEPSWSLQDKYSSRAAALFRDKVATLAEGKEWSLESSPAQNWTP
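Assay system: Rat Arfgap1 GAP domain (His6, aa 1-136), purified enzyme | Buffer or medium: HEPES 25 mM pH 7.5, NaCl 150 mM, MgCl2, DTT | Schedule: GTP hydrolysis reaction 2 h at 25 °C | Signal: FP of antibody-bound GDP Alexa 633 tracer, ex 620/em 688 nm | Measure: Percent inhibition of Arfgap1-stimulated GTP hydrolysis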
Numbers without * were called inactive; · = no result given.

PLCb3 inh,PLCg1 inh,ASAP1 GAP inh,TDP2 absorb,ADAM17 inh,SIAE primary,ADAM10 inh,DDE Tn7 FP inh,Tn6 DDE FP,smiles,ARFGAP1 inh
1.1,0.6,24.5,-5.9,0.5,0.1,-9.9,2.0,-5.5,CC1(C(=O)NNC(=S)NCc2ccco2)CC1(Cl)Cl (configuration not stated),-2.0
-3.0,0.0,-2.4,10.2,0.7,-1.2,6.3,-7.5,-5.2,COCCn1c(SCc2ccccc2)nc2c1c(=O)[nH]c(=O)n2C,14.8
2.2,-1.3,-7.9,-5.7,-4.4,-1.6,1.3,4.0,5.7,O=S(=O)(c1ccc(-n2cnnn2)cc1)N1CCC(N2CCCCC2)CC1,1.3
-3.4,2.4,6.7,-4.5,-0.9,-0.7,3.3,-2.1,0.9,O=C(c1ccccc1NS(=O)(=O)c1ccc(F)cc1)N1CCCCC1,-3.9
-4.0,3.1,3.6,1.6,-2.9,1.4,7.0,-0.8,-1.3,COc1ccc(/C=C/C(=O)N(C)c2ccccc2C(=O)O)cc1,-6.2
1.9,1.4,-1.3,13.0,0.2,6.8,0.2,-5.8,-3.2,COC(=O)c1ccc(COC(=O)CNS(=O)(=O)c2ccccc2)cc1,-0.9
-3.5,-0.9,1.8,0.5,-1.7,5.1,2.5,12.1,0.4,COc1cccc(-n2cnc3sc(C)cc3c2=O)c1,-11.9
-0.3,-3.2,-3.9,7.8,-5.6,-6.7,-0.2,7.1,3.5,CCOC(=O)c1c(-c2cccc(C)c2)csc1NC(=O)C1CC=CCC1C(=O)O (configuration not stated),13.7
6.8,1.0,-7.9,-2.6,4.0,-1.8,4.3,-9.4,2.3,Brc1ccc(-c2nnc(-c3ccccc3Br)o2)cc1,5.1
-5.3,1.1,4.3,-3.7,-7.2,-2.3,-1.6,4.5,3.5,Cn1nc(C(F)(F)F)cc1-c1ccc(S(N)(=O)=O)s1,5.2
0.7,1.3,-4.0,-1.2,4.6,-6.4,18.2,-2.2,-2.2,CCCCNS(=O)(=O)c1ccc2nc(SCC(=O)c3ccc(C#N)cc3)[nH]c2c1,-11.6
-6.3,-1.3,1.7,4.0,1.6,-0.9,-6.4,4.7,-6.4,COc1ccc(N(C)S(=O)(=O)c2cccc(C(=O)N3CCN(c4cccc(C)c4C)CC3)c2)cc1,19.7
-19.6,-12.9,-4.6,0.7,-4.8,-1.4,-5.3,0.4,-0.1,COc1ccc(-c2nn(-c3ccccc3)cc2/C=N/n2cnnc2)cc1OC,5.0
-8.6,-0.2,-5.0,6.2,-3.2,-1.2,-0.7,7.3,3.1,CCn1ccnc1[C@@H]1C[C@H]2CN(c3ccccc3OC)C(=O)[C@]23CCCN13,-10.9
0.8,3.3,4.1,-22.4,1.0,-5.5,14.2,-1.2,-11.0,CCC(C(=O)NCc1ccco1)N(C(=O)CNS(=O)(=O)c1ccccc1)c1ccc(F)cc1 (configuration not stated),4.8
1.6,2.7,4.7,0.6,-2.0,-6.6,-2.0,-3.1,-2.4,CSc1ccc(CCCCCCOC(=O)C(C)(C)C)cc1,5.0
-1.6,-0.3,2.8,3.8,-1.8,-0.4,4.9,-2.4,3.6,CC(=O)Nc1cccc(NC(=O)CCn2cnc3cc(C)c(C)cc32)c1,-5.6
-3.0,3.2,-6.6,-7.1,-4.7,-3.3,-4.8,2.9,8.2,CCN(CC)CCCOc1nc(C)nc2c1oc1ccccc12,-0.6
-4.0,-1.0,4.4,-2.5,2.0,-1.1,2.3,-0.9,3.2,O=C1c2[nH]nc(-c3ccccc3O)c2C(c2cccc(Cl)c2)N1CC1CCCO1 (configuration not stated),-6.2
-2.1,0.4,6.5,-4.9,-0.6,-3.5,3.0,5.9,0.8,CC(C)(C)OC(=O)NCCc1nnc(SCc2c(Cl)cccc2Cl)o1,8.2
0.6,15.2*,9.4,6.9,3.8,-17.6,17.9,-8.1,-12.5,O=C1c2ccccc2S(=O)(=O)N1CC(O)Cn1c2ccccc2c2ccccc21 (configuration not stated),4.0
-2.7,-2.2,-11.3,17.6,-3.7,0.9,-7.2,4.3,3.8,COCC(C)NC(=O)COCc1cc(-c2ccc3c(c2)OCO3)on1 (configuration not stated),3.8
4.5,0.0,2.7,5.1,-0.1,-9.1,3.5,-7.8,0.8,O=c1c2ccccc2ncn1-c1ccc(Cl)cc1[N+](=O)[O-],-1.9
-66.5,-38.5,7.0,-5.4,-2.8,18.4*,5.8,-5.9,-17.1,O=c1c(O)c(-c2ccc(O)c(O)c2)oc2cc(O)cc(O)c12,-0.6
-8.4,-5.0,6.2,19.9,-3.5,-0.9,-17.1,-2.6,5.2,CC(C)(C)OC(=O)n1cc(C(=O)c2ccccc2O)cn1,1.8
-6.8,1.7,-6.3,8.4,-2.8,-0.1,-8.3,-8.4,7.3,C/C(=N\S(=O)(=O)c1ccc(C)cc1)N(C)C,6.5
-25.1,-22.9,-10.0,-3.0,-5.3,15.0,-51.3,-1.1,-6.5,CCOC(=O)c1c(C)[nH]c(C(=O)N/N=C\c2ccccc2O)c1C,-15.8
-0.2,4.6,12.0,9.3,2.9,-6.5,11.6,-2.5,3.6,Cc1ccc(C(C)(C)C)cc1S(=O)(=O)Nc1cccc(C(=O)N2CCN(c3ccccn3)CC2)c1,-12.5
-1.9,-2.2,-6.4,11.0,-6.9,-1.1,-52.7,-4.2,1.3,CCOC(=O)Cn1c(SC)nc2sc3c(c2c1=O)CC(C)(C)OC3,3.1
-1.8,0.1,-9.6,0.2,-2.1,-0.7,-8.6,8.2,3.0,CCN(CC)c1ccc(N2C(=O)/C(=C/c3cccnc3)SC2=S)cc1,6.0
2.8,4.3,2.6,22.3,-0.3,-3.5,1.2,0.9,-4.7,COCCCNC1=C(Cl)C(=O)c2ccccc2C1=O,0.7
-22.6,-5.5,0.9,10.2,-33.2,7.9,-84.3,-1.6,4.1,C/C(CC(=O)Nc1ccc(Cl)cn1)=N\NC(=O)Cc1cccs1,7.1
2.0,0.3,-8.0,1.6,2.3,10.2,4.1,0.2,4.2,COC(=O)c1sc(N2CCN(c3ccc(Cl)cc3)CC2)nc1N,-5.7
-3.2,1.4,-6.4,5.2,-1.3,4.4,5.1,7.0,9.1,Cc1nc([N+](=O)[O-])c(C(=O)OCc2ccc(C#N)cc2)n1C,1.0
-4.1,-0.2,·,2.5,1.5,3.9,9.5,-0.8,5.9,Oc1ccc(Oc2ccccc2F)c2cccnc12,·
2.2,-1.5,5.2,7.7,0.4,-1.1,-0.7,5.8,-0.8,Cc1c(CCO)c(=O)[nH]n1C(=O)c1ccc(F)cc1,-7.1
3.1,0.6,-7.2,-0.2,-3.1,2.5,-2.0,2.2,-4.3,CCCC/S(C)=N/S(=O)(=O)c1ccc(C)cc1 (configuration not stated),-1.9
-6.4,-2.8,-6.0,3.1,-2.2,-3.6,-13.8,5.2,-0.3,CCc1noc(C)c1C(=O)Nc1nnc(C(CC)CC)s1,-10.0
-20.1,-16.1,-5.7,-0.1,2.4,5.9,-16.3,-1.1,-1.7,CCC(ONc1ccccc1C(F)(F)F)(C(=O)NN(C)C)c1ccccc1 (configuration not stated),11.0
2.2,1.8,-0.7,0.3,-2.4,10.3,3.1,-7.8,-2.5,CCOc1ccc(C(O)Cn2c(=N)n(CCN3CCCCC3)c3ccccc32)cc1 (configuration not stated),6.9
-5.5,0.7,16.4,17.1,0.6,1.3,1.8,-5.4,0.9,NS(=O)(=O)c1ccc(CCNc2ccccc2[N+](=O)[O-])cc1,-2.2
-1.4,2.0,-6.3,1.7,-20.0,-7.0,7.6,-3.4,3.0,O=C1CC(C(=O)N2CCN(S(=O)(=O)c3cccc(F)c3)CC2)CN1Cc1ccccc1Cl (configuration not stated),0.8
-7.4,0.4,23.9,9.3,-6.2,-10.5,-10.4,-0.1,4.2,O=C(COC(=O)c1ccc(O)cc1O)c1ccc2c(c1)OCCO2,-1.2
0.0,-0.9,1.9,-10.4,-1.0,8.8,-6.2,4.8,1.5,CC(C)(Oc1ccc(Cl)cc1)C(=O)OCC(=O)N1CCCC1,-16.7
-10.2,-7.2,10.9,4.9,-8.9,-17.7,-17.5,-1.4,-10.8,CCOc1ccc(CCNC(=O)Cn2c(=O)c3cccn3c3cccnc32)cc1,1.7
-1.2,-0.5,5.0,1.1,-4.2,7.8,-11.6,-2.1,-7.0,CCOc1ccc(NC(=O)CN2C(=O)C3CCCN3C2=O)cc1 (configuration not stated),-6.5
-0.7,2.0,2.5,-8.0,5.3,-1.7,12.3,1.8,-1.1,COc1ccc(NC(=O)CN(C)C(=O)c2cccc(S(=O)(=O)N3CCCc4ccccc43)c2)cc1,7.7

Exported with values ahead of the structure: 2 of the compounds above
| PLCb3 inh | PLCg1 inh | ASAP1 GAP inh | TDP2 absorb | ADAM17 inh | SIAE primary | ADAM10 inh | DDE Tn7 FP inh | Tn6 DDE FP | ARFGAP1 inh | canonical_smiles |
| --- | --- | --- | --- | --- | --- | --- | --- | --- | --- | --- |
| -3.2 | 1.4 | -6.4 | 5.2 | -1.3 | 4.4 | 5.1 | 7.0 | 9.1 | 1.0 | Cc1nc([N+](=O)[O-])c(C(=O)OCc2ccc(C#N)cc2)n1C |
| -22.6 | -5.5 | 0.9 | 10.2 | -33.2 | 7.9 | -84.3 | -1.6 | 4.1 | 7.1 | C/C(CC(=O)Nc1ccc(Cl)cn1)=N\NC(=O)Cc1cccs1 |

Screens: PubChem, The Scripps Research Institute Molecular Screening Center

Compounds as they come; overall some 3.6% were active at least once.
